Source: PubChem BioAssay (several laboratories)
Tat transport – E. coli Tat export inhibitors, primary screen, MC4100, TorA-mCherry reporter, fluorescence, single point; inhibition, % at 10 µM; actives 0.036% (n = 340,000); AID 488895, 2010;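 active means mean replicate inhibition at least 50% and at least half of replicates individually reaching 50%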;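 further: exported cargo escapes ClpAP degradation while cytoplasmic cargo is degraded and loses fluorescence; 0% = median of neutral control wells and 100% = median of NaSCN control wells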
dFosB act – activators of delta FosB homodimer, primary screen, biochemical, fluorescence polarization, TAMRA-CDK5 oligo, single point. Protein FosB (Mus musculus), P13346. purified delta FosB; percent of positive-control signal above neutral wells. activation, % at 25 µM. actives 0.99% (n = 340,000);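 active means mean activation above about 17%, with every replicate also reaching it, limit read from the data, passing the limit was not always enough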;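 further: fluorescence polarization rise as delta FosB binds a TAMRA Cdk5 AP-1 oligo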
Target sequence (P13346 whole entry, looked up): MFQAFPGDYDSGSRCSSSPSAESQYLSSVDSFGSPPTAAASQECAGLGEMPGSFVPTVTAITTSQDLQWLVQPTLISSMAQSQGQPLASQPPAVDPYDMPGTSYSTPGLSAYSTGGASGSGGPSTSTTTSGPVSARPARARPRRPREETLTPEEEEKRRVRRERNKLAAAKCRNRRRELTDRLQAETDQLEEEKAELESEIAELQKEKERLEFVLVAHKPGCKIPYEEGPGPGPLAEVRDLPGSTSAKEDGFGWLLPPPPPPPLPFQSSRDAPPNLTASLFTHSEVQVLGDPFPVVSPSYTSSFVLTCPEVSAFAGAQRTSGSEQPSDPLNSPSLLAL
RTF Ca sens act – cardiac RTF calcium sensitivity activators, primary screen, biochemical, IANBD-TnC fluorescence, EC20 calcium. Troponin I, cardiac muscle (Homo sapiens) + Troponin T, cardiac muscle (Homo sapiens) + …. IANBD-labeled TnC RTF fluorescence at EC20 calcium; 0% EC20 calcium, 100% full calcium. activation, % at 7.2 µM. actives 0.24% (n = 340,000);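 active means activation above the mean over all tested compounds plus 3 SD, cut at about 30% in these data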;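 further: rise in fluorescence read as greater calcium sensitivity of cardiac thin filaments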
CAL PDZ FP-1 – untagged CAL PDZ binding inhibitors, primary screen, biochemical, fluorescence polarization, HTS. AID 602252, 2012. inhibition, % at 24.9 µM. purified CAL PDZ, TMR-peptide fluorescence polarization, 1 h. Golgi-associated PDZ and coiled-coil motif-containing protein (Homo sapiens), Q9HD26. actives 0.92% (n = 300,000);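 active means mean inhibition of at least 30% with at least half of replicates also reaching 30%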;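 further: 0% = DMSO neutral control and 100% = excess unlabeled competitor peptide PRC23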
MITF act – activators of MITF-driven TRPM1 promoter reporter, primary screen, cell-based, SK-MEL-5, luciferase, single point | activation, % at 12.5 µM | SK-MEL-5 TRPM1-promoter luciferase, 24 h; % of positive control, neutral wells = 0 | actives 0.75% (n = 300,000);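 active means mean activation of at least 80% with every replicate also reaching 80%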;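 further: 0% = neutral control wells and 100% = parthenolide positive control wells; values of inactives mirror those of a sister screen read the other way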
Rtt109 HAT inh – inhibitors of C. albicans Rtt109/Vps75 HAT, primary screen, biochemical, ThioGlo CoA-SH fluorescence, plate reader; purified Rtt109/Vps75, 4 h; inhibition, % at 34.9 µM; actives 0.16% (n = 330,000); AID 540336, 2011;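 active means inhibition of at least 50% in every replicate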
Target sequence (Q5AAJ8 whole entry, looked up): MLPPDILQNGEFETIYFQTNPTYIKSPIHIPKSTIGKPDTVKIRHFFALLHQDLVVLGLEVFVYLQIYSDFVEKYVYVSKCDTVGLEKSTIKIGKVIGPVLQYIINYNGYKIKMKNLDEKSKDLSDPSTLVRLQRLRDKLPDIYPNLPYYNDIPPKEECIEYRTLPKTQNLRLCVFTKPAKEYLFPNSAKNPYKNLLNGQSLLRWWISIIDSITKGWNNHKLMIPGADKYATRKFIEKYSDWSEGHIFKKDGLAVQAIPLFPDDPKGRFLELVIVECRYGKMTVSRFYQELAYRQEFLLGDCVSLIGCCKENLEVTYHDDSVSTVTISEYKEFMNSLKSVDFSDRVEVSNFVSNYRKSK
Wnt bcat act – Wnt/beta-catenin pathway activators, primary screen, cell-based, plate reader, single point; Wnt/beta-catenin reporter cell assay, activator; activation, % at 9.35 µM; actives 1.2% (n = 300,000); AID 743398, 2014; in the data active means activation above about 30%, passing the limit was not always enough;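 further: 0% = neutral control wells and 100% = positive control wells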
CDK5 p35 inh – inhibitors of human CDK5/p35 kinase, primary screen, biochemical, single concentration; Cyclin-dependent kinase 5 (Homo sapiens) + Cyclin-dependent kinase 5 activator 1 (Homo …; Recombinant CDK5/p35, ADP-Glo luminescence, 60 min; inhibition, % at 10 µM; actives 0.01% (n = 330,000); AID 488839, 2010;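 active means highest replicate inhibition of at least 50% and at least 75% of replicates reaching 50%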;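 further: plate controls were DMSO neutral control for no effect and GW8510 at 10 µM for full effect; many of its hits are not listed in these tables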
CAL PDZ FP-2 – CAL PDZ peptide-binding inhibitors, primary screen, biochemical, fluorescence polarization, Cer-tagged CAL PDZ, HTS; purified CAL PDZ, TMR-peptide fluorescence polarization, 1 h; inhibition, % at 20 µM; actives 0.02% (n = 330,000); AID 504414, 2011;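 active means highest replicate inhibition of at least 40%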;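 further: plate controls were DMSO neutral control wells for no effect and unlabeled competitor peptide control wells for full effect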
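System: tagged CAL PDZ domain. Schedule: 1 h room-temperature incubation prior to read. Signal: fluorescence polarization (mP). Measure: percent inhibition from loss of millipolarization.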
V-ATPase pH – regulators of yeast V-ATPase proton pumping, primary screen, pHLuorin cytosolic pH fluorescence. S. cerevisiae. response, % at 10 µM. actives 0.37% (n = 350,000). AID 504577, 2011; in the data active means response mostly above about 7.3%, no sharp cut-off; inactive means mostly below about 5.4%; further: actives read high; inactives centre near 0; some compounds called inactive have numbers as strong as hits; reference of the scale not given here
Active calls of the source: *; · = not tested or not shown.

SMILES	Tat transport	dFosB act	RTF Ca sens act	CAL PDZ FP-1	MITF act	Rtt109 HAT inh	Wnt bcat act	CDK5 p35 inh	CAL PDZ FP-2	V-ATPase pH
CC1CN(C(=O)Nc2ccc3c(c2)OCO3)CC(C)O1 (stereo not given)	-7	-7	-1	-3	24	10	·	-0.2	0.6	-1
Cc1[nH]c(=O)[nH]c(=O)c1S(=O)(=O)Nc1ccc(F)cc1F	5	2	1	-2	5	5	4	0.6	-0.3	0
CCOc1ccc(NC(=O)C/C(N)=N/O)cc1	-4	-5	8	-1	1	15	·	0.7	-1.4	-1
O=c1[nH]c(/C=C/c2ccccc2OC(F)F)nc2c1cnn2-c1ccccc1	5	4	4	0	7	-17	-2	1.6	-3.0	2
O=C(Cn1[nH]c(=O)c2ccccc2c1=O)NCCN1C(=O)S/C(=C\c2ccccc2)C1=O	2	-10	-3	10	-2	9	-10	-0.5	-0.2	-2
Cc1ccc(C)c(-n2nnnc2Sc2nc([N+](=O)[O-])nn2C)c1	-4	-1	4	3	2	0	·	-2.7	-3.2	-1
O=S(=O)(/C=C/c1ccccc1)N1CCN(c2ccccc2)CC1	-5	4	-3	·	1	-1	·	-0.7	1.0	2
O=C(O)Cc1ccc2oc(-c3cccnc3)nc2c1	16	-1	7	3	-1	-3	1	-0.4	1.0	0
O=C1OC(Nc2ccc(F)c([N+](=O)[O-])c2)c2ccccc21 (stereo not given)	0	6	-2	-4	-2	0	3	1.1	0.8	-1
COc1ccc(N(C(=O)c2ccccc2C)S(=O)(=O)c2cccs2)cc1	2	-9	-9	-4	-10	3	·	1.1	-0.3	-2
Cc1cc(C)nc(Sc2ncnc3c2oc2ccccc23)n1	-4	-5	-1	·	7	1	·	-5.9	-0.5	2
Cc1ccc2nc(N3CCN(S(=O)(=O)c4ccc(C)c(Cl)c4)CC3)c(C#N)cc2c1	0	-15	5	·	3	-19	·	0.1	-2.6	1
CC1=NN(C(N)=S)C(=O)C1N=Nc1cc(Cl)ccc1Cl (stereo not given)	2	-11	0	-3	3	·	1	0.1	-1.1	2
Cc1cccc(C(=O)N2CCC(Cc3ccccc3)CC2)c1[N+](=O)[O-]	-1	-4	5	1	-13	9	·	0.5	-0.6	-6
CCc1cc(OCCN(C)C)ccc1Cl	-2	-2	1	8	-14	-7	-2	1.7	-0.7	1
CC(C)C[C@H]1CN=C(N(C)C)N1CC1CCCCCC1	-2	0	1	-19	-7	20	1	0.4	0.4	-6
COc1ccc(C(=O)NC(C(=O)NCC(=O)Nc2c(C)cccc2C)C(C)C)cc1 (stereo not given)	3	-1	0	-2	7	-7	-3	-1.5	-2.4	-1
Cc1ccc(CNC(=O)c2ccc(Cn3nc(C)c(Cl)c3C)o2)cc1	-8	-16	3	-4	-4	5	·	-1.1	-1.3	-1
COc1ccc(CNC(=O)C[C@H]2C(=O)N(c3ccccc3)C[C@@H]2Cc2ccccc2)cc1	10	-11	0	-4	-11	-8	-2	-0.6	-1.1	4
N#C/C(=C(/O)c1ccco1)c1nc2ccccc2[nH]1	-3	0	9	·	-12	17	4	0.1	-1.5	0
CCCCSc1nnc(NC(=O)CCc2ccccc2)s1	0	-12	-2	-1	-5	-12	-8	0.5	-1.0	1
C[C@H](CO)N1C[C@H](C)[C@@H](CN(C)CC2CC2)Oc2c(NS(=O)(=O)c3ccccc3)cccc2C1=O	11	5	3	-8	-1	-15	-3	0.3	-0.4	0
CC(=O)OC1CCC2(C)C(CCC3C2CC(=NO)C2(C)C(C(C)OC(C)=O)CCC32)C1 (stereo not given)	0	-20	4	2	-2	-19	-6	0.3	-0.2	4
Fc1ccc(NC(=S)Nc2ccc(Cl)cc2)cc1	7	1	-3	4	-3	6	6	1.6	-1.8	2
Cc1c(CC(Cl)(Cl)Cl)c2c(n1O)CC(C)(C)CC2=O	0	-6	-4	-5	-10	5	-3	2.1	-0.5	0
COc1ccc(C(=O)N2CC(=O)Nc3ccccc32)cc1S(=O)(=O)N1CCCC1	-6	-11	9	3	14	13	-1	-0.1	0.1	3
O=C(c1ccc([N+](=O)[O-])cc1)N1CCN(Cc2ccccc2)CC1	6	0	4	-1	0	-2	-2	0.0	-0.3	-1
FC(F)(F)c1cnc2c(-c3ccc(Cl)cc3Cl)noc2c1	3	7	-3	-3	13	11	0	0.9	-0.7	7
Cc1cccc(NC(=O)COc2coc(CN3CCN(c4ccccc4)CC3)cc2=O)c1	-4	-7	2	-7	1	2	-1	-0.8	-1.9	2
COc1ccc(S(=O)(=O)Nc2ccccc2C)cc1	5	-1	-6	-5	1	-9	-3	0.8	-1.8	-9
C=C[C@@H]1c2cc(C)ccc2N(S(=O)(=O)c2ccc(C)cc2)[C@H](c2ccccc2)C1(C#N)C#N	-2	-1	0	-4	·	-5	3	0.1	-0.2	6
N#CCC(=O)Nc1ncn(Cc2ccccc2Cl)n1	-15	7	-4	-4	14	2	·	-1.1	·	-3
CC(=O)C1C(c2cccc(Oc3ccccc3)c2)NC(=O)NC1(O)C(F)(F)F (stereo not given)	-1	-3	-5	·	-2	4	0	1.5	-0.5	2
O=C(N/N=C/c1ccccc1Cl)c1n[nH]c2c1CCCC2	2	5	-3	0	-64	-5	-7	1.2	-1.7	-2
C[C@@H]1CN(S(=O)C(C)(C)C)[C@@H](CCO)/C1=C\CCO (stereo not given in full)	-4	-8	2	0	5	3	0	-1.6	0.0	-4
COc1ccccc1NC(=O)c1sc2nc3n(c(=O)c2c1C)CCC3	-10	2	-6	-4	19	-9	-5	0.0	-1.1	-3
COc1ccc(CC(=O)Oc2ccc(C)cc2C)cc1	-2	1	-13	-2	·	1	2	1.4	0.3	5
COc1cc(C(=O)NC2CC3CCCC(C2)N3CC(=O)Nc2ccccc2)cc(OC)c1OC (stereo not given)	-3	-7	-5	7	-2	9	-1	0.3	-2.0	-1
COc1ccc(CCNc2oc(-c3ccc(C)cc3)nc2C#N)cc1OC	2	-6	-7	-3	25	-10	0	-0.4	0.9	1
CCOC(=O)c1cc2c(=O)[nH]c(C(Cl)(Cl)Cl)nc2o1	3	3	-1	-6	17	-2	0	1.3	1.3	-4
O=C(CCN1CCCC1=O)NC1CCCc2c1cnn2-c1ccccc1F (stereo not given)	8	0	4	1	4	-18	2	-1.2	-0.6	-2
CCCS(=O)(=O)c1ccc(COC(=O)c2cccc(NC(=O)C(C)C)c2)cc1	4	-18	0	-5	15	20	-3	1.7	-2.5	2
O=C(NC1CC1)c1sc2cc(F)ccc2c1Cl	1	-15	5	·	62	1	-4	-1.3	-1.6	-3
NC(=O)CSc1nnc(-c2ccncc2)o1	-2	1	-1	-3	6	25	1	0.2	-1.3	-3
O=C1NCCN(Cc2ccc(Cl)c(F)c2)C1CC(=O)N1CCc2ccccc2C1 (stereo not given)	-5	-6	4	2	-19	7	-2	0.0	-2.7	1
CN(C)CCOC(=O)c1sc2ccccc2c1Cl	9	-5	0	84*	-12	·	1	-1.8	-0.4	-1
Cc1nc2ccc(NC(=O)CSc3nnc(C)s3)cc2[nH]1	4	-2	0	·	-5	8	-3	0.4	-1.4	-2
CC(C)CCNc1nc2ccccc2nc1NS(=O)(=O)c1cccs1	-14	-6	4	-4	-7	8	0	1.1	1.7	5
COC(=O)c1c(C)[nH]c(C(=O)COC(=O)CCNS(=O)(=O)c2cccc(C(F)(F)F)c2)c1C	5	-22	-1	-1	-10	-2	1	-1.8	-0.5	-1
O=C(O)c1ccccc1-c1ccccc1C(=O)NCc1cccc(C(F)(F)F)c1	14	1	-10	0	-6	5	0	0.5	-1.7	4
CN(C)c1ccc(C(=O)N=c2sccn2C)cc1[N+](=O)[O-]	7	3	0	-2	70	-2	-4	-0.7	-1.3	1
Cc1ccc(C)c(S(=O)(=O)N2CCN(c3ncccn3)CC2)c1	5	-6	3	1	-2	-6	-1	-0.5	-0.2	-1
Cc1onc(-c2ccccc2)c1C(=O)N/N=C/c1c(F)cccc1Cl	6	-1	4	·	-11	3	-1	-1.4	-2.2	1
CCc1ccccc1N(CC(=O)NC(C)(C)C)C(=O)CCC(=O)Nc1ccccn1	-6	-4	-1	-1	·	-2	-1	-2.3	-1.0	-3
C/C(Cc1ccccc1)=N\NC(=O)CNC(=O)COc1ccccc1	-1	-3	-6	6	·	0	0	2.3	-1.4	-2
COc1cc(/C=C/C(=O)OCC(=O)Nc2c(C)n(C)n(-c3ccccc3)c2=O)ccc1OCC#N	-3	-4	-3	-5	-6	-3	-1	-1.7	-1.8	1
COc1cc(NC(=O)COC(=O)CNS(=O)(=O)c2ccc(F)c(F)c2F)cc(OC)c1	-11	-9	3	-3	3	-8	-5	1.6	-2.0	0
CC1(C)NC(=O)N(CC(O)COc2ccc(-c3ccccc3)cc2)C1=O (stereo not given)	2	2	3	-2	·	3	·	-1.0	-3.9	-3
O=C(O)CN1C(=O)CC(Cc2ccccc2)C1=O (stereo not given)	10	7	0	-3	·	1	-4	-1.4	0.6	3
O=C1c2ccccc2C(=O)N1Cc1ccc2c(c1)OCO2	1	-5	-9	·	0	-1	·	5.0	-3.6	-3

Next part:
SMILES	Tat transport	dFosB act	RTF Ca sens act	CAL PDZ FP-1	MITF act	Rtt109 HAT inh	Wnt bcat act	CDK5 p35 inh	CAL PDZ FP-2	V-ATPase pH
COc1cccc(N2CC(=O)N(c3cccc(OC)c3)CC2=O)c1	-3	-7	-3	-2	11	·	-2	-0.3	-2.3	0
O=c1c(-c2ccc(Cl)cc2)coc2c(CN3CCCCC3)c(O)ccc12	0	-11	-1	·	1	-2	-1	-0.5	-1.4	1
O=C1CCCN1c1nccs1	1	3	-3	-1	1	0	1	1.7	-0.2	-3
CCOc1ccc2nc(NC(=O)c3ccoc3C)sc2c1	-8	1	3	-2	4	5	·	17	-3.0	-3
